MazF activator – activators of E. coli MazEF toxin-antitoxin RNase; P0AE70; FAM/BHQ RNA-DNA oligo cleavage fluorescence, 5 h; activation, % at 20 µM; 0.32% of 350,000 active; AID 504720; in the data active = activation above about 50%
Target sequence (P0AE70 whole entry, looked up): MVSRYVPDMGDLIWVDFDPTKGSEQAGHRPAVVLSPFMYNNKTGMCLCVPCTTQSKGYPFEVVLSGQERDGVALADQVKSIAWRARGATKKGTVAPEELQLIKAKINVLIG
Rv3671c protease – Rv3671c (M. tuberculosis) protease inhibition; P9WHR9; inhibition, % at 5.96 µM; 0.048% of 320,000 active; in the data active = inhibition above about 38%;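 note: extracellular domain of Rv3671c used as enzyme; 0% = enzyme with DMSO and 100% = no enzyme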
Target sequence (P9WHR9 whole entry, looked up, the tested form may be a part): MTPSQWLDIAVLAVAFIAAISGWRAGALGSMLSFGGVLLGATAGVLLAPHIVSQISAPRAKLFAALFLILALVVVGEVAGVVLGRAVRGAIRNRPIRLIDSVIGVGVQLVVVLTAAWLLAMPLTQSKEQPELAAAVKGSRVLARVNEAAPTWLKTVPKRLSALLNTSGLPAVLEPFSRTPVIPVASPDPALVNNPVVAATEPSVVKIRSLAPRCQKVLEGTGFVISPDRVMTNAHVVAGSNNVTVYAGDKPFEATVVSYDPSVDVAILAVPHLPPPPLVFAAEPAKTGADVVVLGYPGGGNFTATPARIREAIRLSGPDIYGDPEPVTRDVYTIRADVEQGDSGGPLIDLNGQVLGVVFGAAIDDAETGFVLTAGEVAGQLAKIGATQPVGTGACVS
FadD28 binding – blocks FadD28 binding to the bisubstrate probe | fluorescence polarization | AID 588549 | 0.22% of 360,000 active | inhibition, % at 12.5 µM; in the data active = inhibition above about 8.5%, passing the limit was not always enough; inconclusive = no clear call, values can overlap the other calls
GDH-TPI counter – counter-screen for M. tuberculosis FBA inhibitors: GDH-TPI coupled enzymes | GDH-TPI coupled enzyme counterscreen, NADH absorbance | inhibition, % at 4.8 µM | 1.2% of 360,000 active;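 note: 0% = DMSO wells and 100% = wells lacking the enzyme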
BoNT F protease – inhibitors of Botulinum neurotoxin F light chain protease; inhibition, % at 10 µM; 0.22% of 360,000 active; AID 588497; Multiplex microsphere protease cleavage assay, flow cytometry; in the data active = inhibition above about 35%, passing the limit was not always enough; inconclusive = no clear call, values can overlap the other calls; note: plate controls were buffer without enzyme for full effect and enzyme alone for no effect
CCHF vOTU inh – CCHFV vOTU protease inhibition. 0.55% of 370,000 active. Pep-AMC fluorescence. inhibition, % at 11.5 µM; note: 0% = vehicle wells with enzyme and 100% = no enzyme wells
Mtb BioA inh – BioA (M. tuberculosis) enzyme inhibition. 0.096% of 360,000 active. inhibition, % at 9.99 µM. AID 602481. purified M. tuberculosis BioA enzyme, plate reader; in the data active = inhibition above about 40%; inconclusive = no clear call, values can overlap the other calls
UGM FP inh – blocks M. tuberculosis UGM enzyme; P9WIQ1; purified UGM, fluorescence polarization probe displacement; inhibition, % at 10 µM; 0.06% of 320,000 active; AID 504406; in the data active = inhibition above about 10%, passing the limit was not always enough; inconclusive = no clear call, values can overlap the other calls
DUSP3 inh – DUSP3 (human) phosphatase inhibition. AID 1654. 0.52% of 290,000 active. recombinant VHR phosphatase, pNPP absorbance. inhibition, % at 13.3 µM; in the data active = inhibition above about 50%; note: some compounds called inactive have numbers as strong as hits
Target sequence (P51452 whole entry, looked up): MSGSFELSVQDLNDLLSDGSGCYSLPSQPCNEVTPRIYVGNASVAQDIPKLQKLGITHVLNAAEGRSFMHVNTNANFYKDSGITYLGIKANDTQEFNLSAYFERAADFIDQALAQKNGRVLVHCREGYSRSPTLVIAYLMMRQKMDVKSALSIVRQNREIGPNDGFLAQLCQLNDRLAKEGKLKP
Mtb FBA inh – Mtb fructose-bisphosphate aldolase inhibition | P9WQA3 | purified M. tuberculosis FBA, fluorescence read-out | inhibition, % at 1 µM | 2.3% of 360,000 active | AID 588726; in the data active = inhibition above about 27%;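 note: 0% = vehicle and 100% = reference inhibitor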
Target sequence (P9WQA3 whole entry, looked up): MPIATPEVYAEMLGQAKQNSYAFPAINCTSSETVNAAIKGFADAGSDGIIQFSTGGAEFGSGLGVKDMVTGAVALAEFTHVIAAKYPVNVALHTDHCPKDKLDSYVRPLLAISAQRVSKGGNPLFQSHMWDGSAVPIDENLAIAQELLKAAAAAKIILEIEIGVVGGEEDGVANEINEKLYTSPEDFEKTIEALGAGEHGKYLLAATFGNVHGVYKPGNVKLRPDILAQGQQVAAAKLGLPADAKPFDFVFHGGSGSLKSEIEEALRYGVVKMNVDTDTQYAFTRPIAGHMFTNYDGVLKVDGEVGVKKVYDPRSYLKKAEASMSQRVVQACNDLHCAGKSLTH
* hit, by the source's call; ? = inconclusive; nt = not tested or not shown; + = active, no number. Cut-off read from the data, not from the text of the source, unless noted: active = inhibition above about 30%; inactive = the rest.

SMILES	MazF activator	Rv3671c protease	FadD28 binding	GDH-TPI counter	BoNT F protease	CCHF vOTU inh	Mtb BioA inh	UGM FP inh	DUSP3 inh	Mtb FBA inh
COc1ccc(C(C2C(=O)CC(C)(C)CC2=O)C2C(=O)CC(C)(C)CC2=O)cc1CO	5.4	nt	2.9	-3.8	-19.2	4.0	0.9	-0.1	14.8	-2.8
O=c1cc(CN2CCOCC2)c2ccccc2o1	nt	nt	0.2	nt	0.9	11.0	0.0	nt	nt	1.0
CCOC(=O)C1=C(COC(=O)c2cccc(Br)c2)NC(=O)NC1C (stereo not drawn)	0.2	0.3	-3.1	-5.3	0.2	-1.4	-0.9	-1.2	nt	-0.5
Cc1cccc(N2CCN(C(=O)COc3ccc4c(c3)CCC4)CC2C)c1 (stereo not drawn)	3.4	-7.7	-1.0	8.2	-9.1	19.5	11.7	nt	nt	-0.2
COc1ccccc1C(=O)N/C(=C/c1ccc2c(c1)OCO2)C(=O)Nc1ccc(C(=O)O)cc1	-7.8	-4.2	nt	26.1	0.2	12.1	-0.5	0.5	31.7	14.8
CC(=O)Nc1c(OC(C)=O)ccc2c(C)cc(=O)oc12	3.8	4.6	1.0	12.4	0.1	-159.0	-1.4	-1.4	-0.7	+
Cc1nc2scc(-c3cccs3)c2c(=O)n1CC(=O)O	-0.7	-1.3	1.8	0.0	2.2	9.9	-0.1	2.5	-8.8	6.1
N#Cc1c(-c2ccccc2)oc(=O)c2ccccc12	4.9	10.2	-3.2	-5.7	-26.7	-2.9	-1.6	1.8	-22.5	-1.0
COc1cc(C(=O)Nc2nnc(C(C)(C)C)s2)c([N+](=O)[O-])cc1OC	1.6	-1.9	-3.6	6.1	3.0	-2.5	1.5	-2.5	13.5	1.2
Cc1cc(C(=O)CN2c3cccc4cccc(c34)S2(=O)=O)c(C)n1C	1.9	-4.8	-5.0	4.6	nt	17.3	-1.2	-2.3	nt	3.5
O=C(c1ccccc1Cl)N1CCN(S(=O)(=O)c2cccs2)CC1	6.4	-1.9	-1.2	-9.1	-0.7	7.6	0.6	-0.6	29.6	1.4
CC(/C=N/NC(=O)c1nnn(-c2nonc2N)c1C)=C\c1ccccc1	-3.3	2.7	-3.4	5.9	3.0	13.1	-0.4	2.4	8.0	-2.0
COc1ccc(N2CC(C(=O)Nc3cccc(S(=O)(=O)N4CCCC4)c3)CC2=O)c(OC)c1 (stereo not drawn)	4.4	13.4	-1.1	-8.4	-12.5	-7.2	0.8	nt	nt	0.5
COc1ccc(OC)c(N=Cc2c(O)[nH]c(=O)[nH]c2=O)c1	8.1	-9.8	-0.1	20.0	-2.6	14.3	-0.5	-1.3	13.3	-2.5
CCCc1cc(-c2n[nH]c(C)c2-c2ccc(C(=O)OCC)o2)c(O)cc1O	-7.0	7.6	-2.8	-8.1	-3.1	-14.9	nt	1.5	1.8	1.1
CN1C(=O)c2cccc3c(Br)ccc(c23)C1=O	-9.3	-4.4	-0.6	2.3	?	-1.1	-1.8	-1.1	nt	1.3
Cc1ccc2[nH]c(=O)c(CN(CCN3CCOCC3)C(=O)Nc3ccccc3F)cc2c1	1.9	nt	-1.5	16.7	-2.5	9.8	-1.2	nt	44.1	5.0
Oc1ccc(NC(=S)Nc2ccc(F)cc2)cc1	0.5	7.4	-0.5	12.6	?	-5.0	-1.3	-0.6	-4.9	0.0
CS(=O)(=O)N1CCC(C(=O)NCCC2=CCCCC2)CC1	-2.9	4.2	0.3	3.3	-4.2	3.6	-2.2	-0.7	-5.8	0.7
C=CCNc1nc(Nc2ccc([N+](=O)[O-])cc2)nc(OC)n1	4.9	-18.1	0.6	16.8	-5.9	6.1	-4.8	-2.1	18.4	4.8
O=C(Nc1ccnn1C1CCN(C2CCOCC2)CC1)c1cccc(F)c1	5.5	-5.7	-3.3	-7.9	1.1	14.5	-2.1	-2.7	6.5	0.5
CC(C)(C)NC(=O)CN(Cc1cccs1)C(=O)C1COc2ccccc2O1 (stereo not drawn)	1.2	-10.0	-3.0	10.1	-1.3	5.3	-0.2	0.5	21.9	-2.2
CN(C)Cc1c(C#N)c2ccccc2n1C	-2.6	9.8	-0.8	4.8	-1.7	-11.4	nt	-1.3	28.6	1.8
Cn1c(=O)c2c(nc(CN3CCN(C(=O)c4ccco4)CC3)n2Cc2cccc(Cl)c2)n(C)c1=O	1.9	-3.5	-1.1	-2.6	-1.2	5.6	3.4	-0.7	22.3	-8.3
O=C(NCc1ccc(F)cc1)c1cc(S(=O)(=O)N2CCOCC2)ccc1F	6.5	4.2	-1.8	0.0	7.1	-11.7	-1.4	0.7	14.1	-0.9
O=C(COc1ccc(Br)cc1Cl)NC1CCN(Cc2ccccc2)CC1	0.3	-1.0	-1.9	2.8	-1.6	-9.0	-1.3	-2.2	-9.1	-0.9
CC(C)CCNC(=O)CN(Cc1ccco1)C(=O)CCC(=O)Nc1nccs1	7.9	2.4	-1.7	-2.3	1.1	-1.0	-0.7	0.8	10.2	0.1
O=C(NCc1ccncc1)C1Cc2c(-c3ccc4c(c3)OCO4)ccnc2O1 (stereo not drawn)	nt	nt	-1.0	-3.6	-0.5	2.7	9.6	nt	nt	45.3*
CCOc1ccccc1-c1nc(-c2ccc(NC(=O)Cc3ccc(OC)cc3)cc2)no1	-20.1	-25.3	-0.1	5.1	-1.2	3.0	-2.2	-2.2	43.7	0.9
COCCNC(=O)Nc1ccc(F)cc1	3.4	1.7	-1.4	2.2	-4.3	-3.3	-0.1	-1.6	27.6	1.8
O=C(Nc1cccn2ncnc12)C(Cl)Cl	9.2	-4.8	-2.2	-4.3	?	2.9	-1.3	-3.5	7.6	-1.4
COC(=O)c1ccccc1Oc1ccc(NC(=O)c2ccco2)cc1	4.5	-6.2	0.0	10.0	-6.5	-5.0	2.2	-0.4	27.4	2.6
COc1cc(NC(=O)c2ccc(-c3cccc([N+](=O)[O-])c3)o2)ccc1NC(=O)C(C)C	-1.0	-49.1	0.3	9.3	-6.1	-7.2	-3.9	1.9	27.3	0.6
O=C(Nc1ccc(S(=O)(=O)N2CCCC2)cc1)c1ccc2c(=O)n3c(nc2c1)CCCCC3	7.8	-3.8	-1.8	0.8	-2.4	29.3	nt	-0.4	2.3	3.4
NCCCC[C@H]1CNC(=S)N1CCc1cccc(F)c1	1.7	-1.6	-1.4	4.5	-11.9	-9.2	0.1	1.6	17.5	1.4
CCOc1cc(CNCc2ccc(C(=O)O)cc2)ccc1OC	-6.8	3.7	-0.3	-0.3	-3.2	-13.9	nt	-0.9	10.6	1.4
Nc1nnc(SCC(=O)NC2CCCCCCC2)s1	-3.9	4.2	-0.1	1.0	3.7	1.5	-1.6	-0.7	nt	-0.5
COc1ccc(CNC(=O)C(=O)NCC2OCCN2S(=O)(=O)c2ccc(C)cc2)cc1 (stereo not drawn)	-0.6	-5.5	-1.1	14.0	0.4	3.0	-2.1	0.6	11.0	4.4
CNc1nc(Oc2ccc3sc(C)nc3c2)c2sccc2n1	nt	nt	-1.3	7.1	-13.0	-8.4	1.3	nt	nt	6.4
Cc1cc(/C=C2/C(=N)N3C(c4ccccc4)=CSC3=NC2=O)c(C)n1-c1ccccc1	-1.5	-41.1	-2.1	7.4	-12.4	-10.5	nt	-1.9	0.4	-0.5
Cc1ccc(NC(=O)C2CCCN2C(=O)NC2CCCCC2)cc1 (stereo not drawn)	8.9	0.1	-4.8	-10.4	1.7	4.9	-0.3	-0.2	-18.3	2.0
COc1cc(OC)c2ccc(=O)oc2c1C(CC(=O)N1CCCC(C)C1)c1ccc2c(c1)OCO2 (stereo not drawn)	-2.1	-6.0	-1.9	12.1	3.1	2.8	-1.7	-3.2	-5.0	0.1
C[C@H](CO)N1C[C@H](C)[C@@H](CN(C)S(=O)(=O)c2ccc(F)cc2)Oc2ccc(NC(=O)Nc3ccc(C(F)(F)F)cc3)cc2C1=O	1.1	-229.1	-3.9	9.7	-37.8	7.9	-3.9	3.0	nt	2.6
CCC(=O)N(c1nnc(SCC(=O)NN2C(=O)NC3(CCC(C)CC3)C2=O)s1)C1CC1 (stereo not drawn)	-0.2	5.1	-0.4	2.7	-3.9	-9.6	-0.6	1.8	nt	1.0
O=C(N/N=C\c1ccc(-c2ccc(Cl)c(Cl)c2)o1)C(=O)N1CCCC1	-7.7	0.6	-0.5	14.3	1.7	4.5	-2.1	?	9.6	1.0

Shown with values under each structure: 3 of the compounds above
Below each SMILES: MazF activator, Rv3671c protease, FadD28 binding, GDH-TPI counter, BoNT F protease, CCHF vOTU inh, Mtb BioA inh, UGM FP inh, DUSP3 inh, Mtb FBA inh
> COc1ccc(CNC(=O)C(=O)NCC2OCCN2S(=O)(=O)c2ccc(C)cc2)cc1 (stereo not drawn)
  -0.6, -5.5, -1.1, 14.0, 0.4, 3.0, -2.1, 0.6, 11.0, 4.4
> C[C@H](CO)N1C[C@H](C)[C@@H](CN(C)S(=O)(=O)c2ccc(F)cc2)Oc2ccc(NC(=O)Nc3ccc(C(F)(F)F)cc3)cc2C1=O
  1.1, -229.1, -3.9, 9.7, -37.8, 7.9, -3.9, 3.0, nt, 2.6
> Cc1ccc(NC(=O)C2CCCN2C(=O)NC2CCCCC2)cc1 (stereo not drawn)
  8.9, 0.1, -4.8, -10.4, 1.7, 4.9, -0.3, -0.2, -18.3, 2.0

(continued)
SMILES	MazF activator	Rv3671c protease	FadD28 binding	GDH-TPI counter	BoNT F protease	CCHF vOTU inh	Mtb BioA inh	UGM FP inh	DUSP3 inh	Mtb FBA inh
COc1ccc(NC(=O)C(=O)NCCC2CCCCN2S(=O)(=O)c2ccccc2)cc1 (stereo not drawn)	-1.6	-13.4	-0.6	7.7	3.9	-13.1	-0.8	4.9	nt	0.9
Cc1c(NC2=C(Cl)C(=O)N(c3ccccc3Cl)C2=O)c(=O)n(-c2ccccc2)n1C	2.0	8.9	-0.6	-1.1	-7.4	-10.1	1.0	0.4	30.1	-1.5
O=[N+]([O-])c1cccc(S(=O)(=O)N2CCCC2)c1	8.5	2.0	0.7	-0.7	32.8	-16.1	nt	-0.3	7.4	1.0
COc1cc(-c2nnc(SCc3ccccc3Cl)o2)cc(OC)c1OC	4.1	-3.0	-4.0	-2.3	-1.5	7.0	1.0	0.2	-5.1	0.6
COc1ccc(OC)c2[nH]c(=O)c(CCNC(=O)CC(C)C)cc12	2.7	8.5	-0.4	11.7	-8.9	1.2	0.0	-0.5	2.9	1.2
Cc1cc(NC(NC(=O)c2ccco2)(C(F)(F)F)C(F)(F)F)no1	1.6	0.6	-0.1	-0.6	-3.9	2.3	-3.2	2.8	6.7	2.6
C#CCNC(=O)C1=C[C@@H](c2csc3ccccc23)[C@H](CCCO)[C@@H](OCC)O1	8.1	-6.1	0.6	9.0	2.0	-2.3	-1.6	1.2	24.8	2.9
CCOc1ccc(-c2nc(CSCC(=O)NC3CC3)c(C)o2)cc1	3.6	5.8	-1.7	-4.3	-3.2	nt	-0.8	0.1	-5.0	6.1
Cc1nc(C)n(CC(O)COc2ccc3c(c2)CCC3)n1 (stereo not drawn)	0.1	-18.2	-2.5	2.1	-8.9	3.4	-0.6	-2.6	-21.8	-3.3
NS(=O)(=O)c1ccc(CCNC(=O)COC(=O)/C=C/c2ccccc2Cl)cc1	-3.4	-3.8	-0.7	6.8	2.8	-1.0	nt	0.2	1.7	7.0
Cc1ccc(CN2CCNC(=O)C2CC(=O)N(Cc2c(C)nn(C)c2C)C2CC2)o1 (stereo not drawn)	1.5	-11.6	-3.3	5.7	-1.7	-19.5	nt	1.9	26.3	-1.9
CC(NC(=O)c1cccnc1Sc1ccccc1)c1ccc(S(N)(=O)=O)cc1 (stereo not drawn)	6.9	0.2	0.2	-5.0	2.5	-6.1	0.0	-0.3	-3.0	-1.9
CCC1(C)Cc2[nH]c(=O)c(C#N)cc2CO1 (stereo not drawn)	-13.4	3.1	-1.2	7.4	0.4	-38.3	-0.1	2.1	11.6	68.5*
CC1(C)COC(c2cccc(C3=NC(C)(C)CO3)n2)=N1	-1.3	-5.3	-2.0	1.1	0.2	-17.6	nt	-1.6	1.7	-1.9
CC1CCCC(C)N1CCCNC(=O)c1csc2c1CCCCC2 (stereo not drawn)	8.9	-10.9	-0.4	1.5	0.4	-2.2	-4.9	0.8	-7.2	8.4

Assay outcomes: PubChem, several laboratories
